IL-1B inflam inh – inflammasome signaling inhibition, IL-1 beta readout; THP-1 LPS/ATP IL-1B secretion, AlphaLISA, 16 h; active compounds read low; activity change, % at 57.5 µM; hit rate 4.7% among 360,000; in the data active = activity change below about -50%; inconclusive = mostly about -30% to -49%; note: % is set by controls: 0 for no effect and ±100 for the full control effect
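THP-1 cells pretreated 1 hr with compounds (up to 57.5 uM final), then stimulated with LPS (250 ng/mL final) plus ATP (1.25 mM final); secreted IL-1B measured by AlphaLISA after 16 hr, decreased signal indicating inhibition.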
D3 ag – D3 dopamine receptor (human) agonism | AID 652048 | hit rate 0.58% among 410,000 | D3R DiscoveRx beta-arrestin cells, luminescence, 90 min | max activation, % | P35462; in the data active = max activation above about 30%; note: 0% is about no effect; mostly tested at two doses, the higher about 12 µM
Target sequence (P35462 whole entry, looked up): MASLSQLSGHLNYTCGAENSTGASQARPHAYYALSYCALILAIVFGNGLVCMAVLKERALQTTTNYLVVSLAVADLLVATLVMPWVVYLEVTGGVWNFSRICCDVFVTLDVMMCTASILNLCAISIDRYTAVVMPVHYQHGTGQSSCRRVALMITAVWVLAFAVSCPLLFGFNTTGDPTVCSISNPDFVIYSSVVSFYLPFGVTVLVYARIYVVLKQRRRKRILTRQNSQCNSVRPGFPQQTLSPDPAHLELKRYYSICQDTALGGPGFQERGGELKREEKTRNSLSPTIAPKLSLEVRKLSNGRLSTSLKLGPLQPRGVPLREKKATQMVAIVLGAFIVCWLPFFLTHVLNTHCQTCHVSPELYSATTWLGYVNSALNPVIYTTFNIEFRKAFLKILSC
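Agonist mode: compounds and dopamine controls were applied to plated cells for 90 min at 37 degrees C after an overnight attachment at 1500 cells/well. Luminescent read-out followed 30 - 60 minutes at room temperature with DiscoveRx detection reagent.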
GLP1R ag – GLP-1 receptor (human) agonism; HEK293 GLP-1R CRE-luciferase, luminescence, 4-6 h; cells express a hypersensitive GLP-1R form; P43220; Potency, µM (series often up to 45.6 µM), inactives show top-dose activation, usual class: activators; hit rate 0.007% among 380,000; note: potency is the fitted concentration of half-maximal effect; % of control where 0% means no effect
Target sequence (P43220 whole entry, looked up): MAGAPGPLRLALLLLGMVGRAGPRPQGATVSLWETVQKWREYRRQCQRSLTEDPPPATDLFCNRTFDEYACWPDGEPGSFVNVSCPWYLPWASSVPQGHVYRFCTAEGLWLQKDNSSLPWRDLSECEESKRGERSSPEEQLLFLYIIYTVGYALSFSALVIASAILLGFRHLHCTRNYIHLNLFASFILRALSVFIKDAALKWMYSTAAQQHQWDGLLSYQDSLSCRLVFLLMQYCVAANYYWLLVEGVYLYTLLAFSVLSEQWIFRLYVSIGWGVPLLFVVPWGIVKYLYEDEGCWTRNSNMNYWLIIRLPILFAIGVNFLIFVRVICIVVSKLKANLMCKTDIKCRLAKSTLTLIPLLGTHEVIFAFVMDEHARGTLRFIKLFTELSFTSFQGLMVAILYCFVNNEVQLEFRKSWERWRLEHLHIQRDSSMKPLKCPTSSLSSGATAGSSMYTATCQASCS
SW480 rereplic – DNA re-replication induction in SW480 cells; SW480 DNA re-replication, Hoechst DNA content imaging, 48 h; Potency, µM (titrated, usually from 46.1 µM), for inactives: at the top dose re-replication activation, actives largely listed as activators; hit rate 1.8% among 340,000; AID 624297; note: potency is the fitted concentration of half-maximal effect; % of control where 0% means no effect; nearly all actives have a fitted effect of over 55% in size
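Quantitative HTS format with DMSO vehicle controls; 48 hr drug incubation at 37 C, then 40 min Hoechst staining and scanning imager measurement at 405 nm excitation.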
DRD3 antagonist – blocks the human D3 dopamine receptor. D3R cells, DiscoveRx beta-arrestin luminescence, antagonist mode; active compounds read low. max response, negative = inhibition, %. AID 652054. hit rate 2.5% among 360,000. P35462; in the data active = max response below about -50%; inconclusive = no clear call, values can overlap the other calls; note: % is set by controls: 0 for no effect and ±100 for the full control effect; mostly tested at two doses, the higher about 12 µM
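Cells expressing the human receptor were seeded at 1500 cells/well, incubated overnight at 37 degrees C in 5% CO2, then exposed to library compounds with dopamine controls for 90 minutes at 37 degrees C before luminescent detection.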
KB-V1 cytotox – KB-V1 MDR subline cytotoxicity | KB-V1 MDR cells viability, CellTiter-Glo, 72 h | Potency, µM (titrated, usually from 46.1 µM), inactives show at the top dose activity change, negative = cytotoxicity, usual class: cytotoxic | hit rate 3.4% among 400,000; note: potency is the fitted concentration of half-maximal effect; % is set by controls: 0 for no effect and ±100 for the full control effect; nearly all actives have a fitted effect of over 60% in size
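Cytotoxicity toward P-gp-expressing KB-V1 cells was determined as loss of CellTiter-Glo luminescence after 72 h at 37 degrees C. Compounds were tested in quantitative HTS format across a concentration range, with curves fitted to normalized data.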
HT1080NT lethal – kills 2HG-producing HT-1080-NT fibrosarcoma cells. HT-1080-NT fibrosarcoma viability, CellTiter-Glo ATP luminescence, 48 h. Potency, µM (series often up to 46.1 µM), without a hit: top-dose activity, negative = less viability, most hits filed as cytotoxic. hit rate 1.6% among 360,000. AID 686970;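 note: NT is the 2HG producing partner of a matched IDH1 knockdown line; potency is the fitted concentration of half-maximal effect; 0% = DMSO-treated cells and -100% = media-only wells without cells; nearly all actives have a fitted effect of over 55% in size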
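Viability of the 2HG-overproducing fibrosarcoma line after 48 hours of compound exposure at 37 degrees C was determined by luminescence with CellTiter-Glo, and concentration-effect curves were then fitted and categorized.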
KB-3-1 cytotox – KB-3-1 parental cell cytotoxicity; KB-3-1 viability, CellTiter-Glo ATP luminescence, 72 h; Potency, µM (titrated, usually from 46.1 µM), for the others: at the highest dose activity change, negative = cytotoxic, hits mostly cytotoxic; hit rate 1.4% among 400,000; note: potency is the fitted concentration of half-maximal effect; % is set by controls: 0 for no effect and ±100 for the full control effect; nearly all actives have a fitted effect of over 60% in size
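KB-3-1 parental drug-naive adenocarcinoma cells in DMEM/10% FBS, incubated 72 h at 37 C with pin-transferred compounds across a concentration series. Viability by CellTiter-Glo luminescence; concentration-response curves fitted after normalization.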
HT1080 IDH1KD tx – toxicity to HT-1080 IDH1 knockdown cells (counter line) | HT-1080 IDH1 knockdown viability, ATP luminescence, 48 h | Potency, µM (top dose mostly 46.1 µM), for the others: at the top dose activity, negative = toxicity, hits mostly cytotoxic | hit rate 2% among 360,000;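 note: potency is the fitted concentration of half-maximal effect; 0% = DMSO wells and -100% = cell-free medium wells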
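% activity derives from luminescence (CellTiter-Glo), normalised to DMSO and no-cell wells. HT-1080-IDH1KD cells, 750/well, had 48 h compound exposure at 37 °C.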
An asterisk follows results filed as active; ? = inconclusive; · = no result given; [ ] = another dose, or the depositor's remark. Unless noted, calls come from the whole dose curve; as a rule, active = well fitted curve in the direction sought with a large enough effect; inconclusive = small, poorly fitted or top-dose-only effect, or another doubt; inactive = no such curve, though single readings can be large; an effect the other way counts as inactive or inconclusive. Rows are unselected, and some 12% of all compounds hit somewhere here.

Order of results – KB-3-1 cytotox, HT1080 IDH1KD tx, KB-V1 cytotox, HT1080NT lethal, IL-1B inflam inh, D3 ag, SW480 rereplic, DRD3 antagonist, GLP1R ag
CCN1CCC(N2CCN(c3ccc(Cl)cc3)CC2)CC1
→ 2%, -10%, 7%, -7%, 12, -5, -8%, -14, 5%
O=C(Nc1cccnc1)c1cc(-c2cccnc2)nc2ccc(Br)cc12
→ -14%, -1%, 0%, -2%, 16, 55*, 1%, 25, 1%
Cc1cc(NC(=O)CSc2nc3ccccc3c(=O)n2C(C)c2ccccc2)no1 (centres undefined)
→ ?, ?, -21%, ?, -3, 1, ?, 0, -5%
Cc1ccc(SCCNC(=S)Nc2ccc(C)cc2C)cc1
→ 0%, 5%, 0%, 9%, 0, 3, 17%, 1, 3%
COc1ccc(-c2coc3cc(OC4OC(CO)C(O)C(O)C4O)cc(O)c3c2=O)cc1 (centres undefined)
→ 3%, -2%, 3%, 0%, 0, -4, -19%, -7, -1%
CCOc1ccccc1/C=N/NC(=O)c1ccc(Cn2cc([N+](=O)[O-])cn2)o1
→ -1%, -3%, 3%, 1%, -2, -5, -4%, 0, 6%
Cc1cc(NS(=O)(=O)c2ccc(NC(=O)C(CC(C)C)N3C(=O)c4ccccc4C3=O)cc2)nc(C)n1 (centres undefined)
→ -6%, -1%, 0%, -20%, 1, -7, 8%, -9, 1%
COc1cc2c3c(c1)/C(=C1/SC(NC(C)=O)=NC1=O)C(=O)N3C(C)(C)C=C2C
→ -1%, 0%, -23%, -15%, -3, -4, 2%, ?, 4%
C=C(C1=CCN(S(=O)C(C)(C)C)[C@@H]1CCO)c1ccccc1 (some centres undefined)
→ 0%, -5%, 0%, -1%, -1, -38, -6%, -19, -4%
Cc1cc(OCC(=O)NCC(O)c2ccccc2)c2c(C)c(C)c(=O)oc2c1 (centres undefined)
→ 0%, -7%, -27%, -1%, 14, 3, -2%, -5, 11%
CCc1nn(C)c(-c2n[nH]c(=S)n2N)c1Cl
→ 0%, 11%, -2%, 14%, 30, -1, 0%[9.22 µM], 33, -6%
Cc1cc(Oc2ccc(C#N)cc2)nc(NCc2ccccc2)n1
→ -9%, ?, ?, -2%, ?, 1, -3%, 0, 12%
O=C(Nc1ccc(Nc2ccccc2)cc1)c1cc([N+](=O)[O-])ccc1Cl
→ -21%, 18µM*, -23%, ?, -67*, -7, -4%, -51*, -2%
CC(=O)c1c(C)[nH]c(C(=O)OCC(=O)Nc2ccc3[nH]c(=O)[nH]c3c2)c1C
→ 18%, 4%, 2%, -1%, 22, 17, -14%, 0, 12%
COc1cc(OC)c(OC)cc1CN1CCN(Cc2cccc(F)c2)CC1
→ -20%, 3%, ?, 1%, 0, -6, -31%[inhibitor], -8, -4%
NC(=O)C1CCN(c2nc(-c3ccccc3)nc3c2oc2ccccc23)CC1
→ -5%, 4%, ?, ?, -71*, -1, -23%, 4, -2%
Cc1c(NC(=O)C2CCN(S(=O)(=O)c3ccc(Cl)cc3)CC2)c(=O)n(-c2ccccc2)n1C
→ 0%, 10%, 1%, 19%, 6, 8, 0%, 25, -3%
O=C(Nc1cc(N2CCOCC2)ncn1)NC1(C(F)(F)F)Oc2ccccc2O1
→ ?, -2%, -4%, -9%, 28, 4, -5%, -2, -3%
CCOC(=O)C1=C(C)NC(C)=C(C(=O)OCC)C1c1cccs1
→ 1%, -13%, ?, -12%, 1, -2, -2%, -8, -1%
COc1ccc(C2CC=C(C(C)=O)CN2S(=O)(=O)c2ccc(C)cc2)cc1 (centres undefined)
→ -1%, 5%, 6%, -3%, 12, 3, ·, 1, 4%
CCOC(=O)Cc1csc(NC(=O)CSc2nncn2C)n1
→ 8%, 3%, 0%, 1%, 17, 2, -4%[9.22 µM], 14, 1%
c1ccc2c(CSc3ncnc4nc[nH]c34)cccc2c1
→ ?, -25%, ?, -24%, 3, 7, 1%, 9, 13%
O=c1[nH]cnc2cc(-c3ccc(Br)cc3)sc12
→ -2%, -13%, -2%, 0%, -12, 0, -2%, -4, 14%
CCN(CC)C(=O)c1ccccc1NS(=O)(=O)c1ccc(C)cc1
→ -4%, -11%, 1%, -3%[9.24 µM], 113, 18, -3%, -22, -4%
Cc1nnc(SCC(=O)N(CC(C)C)C2CCS(=O)(=O)C2)s1 (centres undefined)
→ -3%, -10%, -11%, -7%, 12, -2, -5%, -13, -15%
CCc1cccc(C)c1NC(=O)COC(=O)C(NS(=O)(=O)c1ccc(Cl)cc1)C(C)O (centres undefined)
→ 7%, 4%, 2%, -2%, 31, 3, -5%, -4, 5%
CCn1ccnc1CN1CCc2c([nH]c3ccccc23)C1C1CCCCC1 (centres undefined)
→ -2%, 2%, 8%, 7%, 29, 1, -3%, 13, 2%
CC(CCc1ccc(O)cc1)NCc1ccc(Br)cc1 (centres undefined)
→ -9%, ?, -4%, ?, -11, 80*, -97%[inhibitor], 18, 31%
O=C(NCC1CCCO1)C(=O)N/N=C\c1ccc2c(c1)OCO2 (centres undefined)
→ 6%, -2%, 12%, -1%, -13, -5, -1%, -3, -1%
N=c1sccn1CC(=O)Nc1cccc(Oc2ccccc2)c1
→ -2%, ?, -15%, ?, -22, -1, -6%[9.22 µM], -12, 0%

Entries of single compounds from above. Values in the order: KB-3-1 cytotox, HT1080 IDH1KD tx, KB-V1 cytotox, HT1080NT lethal, IL-1B inflam inh, D3 ag, SW480 rereplic, DRD3 antagonist, GLP1R ag
Entry for O=c1[nH]cnc2cc(-c3ccc(Br)cc3)sc12 = -2%, -13%, -2%, 0%, -12, 0, -2%, -4, 14%
Entry for c1ccc2c(CSc3ncnc4nc[nH]c34)cccc2c1 = ?, -25%, ?, -24%, 3, 7, 1%, 9, 13%
Entry for CC(=O)c1c(C)[nH]c(C(=O)OCC(=O)Nc2ccc3[nH]c(=O)[nH]c3c2)c1C = 18%, 4%, 2%, -1%, 22, 17, -14%, 0, 12%

More structures follow.
Order of results – KB-3-1 cytotox, HT1080 IDH1KD tx, KB-V1 cytotox, HT1080NT lethal, IL-1B inflam inh, D3 ag, SW480 rereplic, DRD3 antagonist, GLP1R ag
CCCCN(C(=O)COC(=O)CSc1cc(C)c2ccccc2n1)c1c(N)n(CCC)c(=O)[nH]c1=O
→ 1%, 11%, ?, 16%, 35, 5, -7%, 3, -2%
CCOc1ccccc1NC(=O)c1cccc(NC(=O)c2ccco2)c1
→ 2.6µM*, 2.3µM*, ?, ?, 5, -2, 7.3µM*, 21, -2%
Cc1ccc2nc3c(cc(C(=O)NCCc4ccccc4)c(=N)n3CCN3CCOCC3)c(=O)n2c1
→ -8%, ?, ?, -16%, 2, -11, 5.2µM*, ?, 4%
COc1ccc(NC(=O)CC2C(=O)N(c3ccccc3)C(=O)N2C2CCCCC2)cc1 (centres undefined)
→ 8%, ·, 12%, ·, ·, 2, ·, ·, -2%
CC(=O)c1ccc(NC(=O)C2CCCO2)cc1 (centres undefined)
→ 6%, 0%, 0%, -1%, 15, 7, -8%, -5, -6%
O=C(Nc1ccccc1Cl)c1cc(C2CCCCN2C(=O)c2ccccc2)on1 (centres undefined)
→ 0%, ?, 1%, 19%, 9, -4, ·, -21, 17%
Cc1ccc2oc(C(=O)NC3CCS(=O)(=O)C3)c(C)c2c1 (centres undefined)
→ 13%, 16%, 26%, ?, -15, 0, -4%, -4, 2%
CC(C(=O)OCC(=O)c1ccccc1)N1C(=O)C2C3CCC(C3)C2C1=O (centres undefined)
→ 10%, 27%, 8%, 15%, 24, -4, -6%, 4, 9%
Cc1cccc(OCCn2c(=S)[nH]c3ccccc32)c1
→ 0%, ?, -24%, -15%, -8, -10, -2%, -13, 5%
Cc1ccc(O)c(C(=O)c2cc(C#N)c3nc4ccccc4n3c2)c1
→ -2%, 8%, -11%, 26%, -16, 10, ?, 10, 6%
CSc1ccc(/C=N\NC(=O)COc2ccc(Cl)cc2Br)cc1
→ -1%, ?, 2%, ?, -21, 33*, ?, 26, 4%
CCCNC(=O)C1(C)CCN(C(=O)COCc2ccccc2)C1 (centres undefined)
→ 0%, ?, 24%, ?, -56*, 6, ·, 10, -4%
CCc1ccc(NC(=O)CSc2nccn(-c3ccc4c(c3)OCCO4)c2=O)cc1
→ ?, -30%, ?, -20%, -9, -22, 16%, -26, -24%
Cc1ccc(CS(=O)(=O)CCC(=O)NCCC(C)C)cc1
→ 1%, -1%, -3%, -2%, 1, -12, 0%, -19, -15%
CC(C)Cc1cc(C(=O)N2CCCC(CO)(Cc3ccc(F)cc3)C2)no1 (centres undefined)
→ 21%, 1%, -18%, -6%, 27, 0, 5%, 2, 8%
O=c1cc(-c2ccccc2)n(S(=O)(=O)c2ccccc2)o1
→ 13%, -4%, 14%, 0%, -8, -3, 0%, ?, 1%
CC1=C(C(=O)OC2CCCCC2)C(c2cccs2)n2c(nc3ccccc32)N1 (centres undefined)
→ -12%, 14%, ?, 11%, 3, 3, -20%, 4, -2%
CN(CCc1nc2ccccc2[nH]1)Cc1nc(CC2CC2)no1
→ -16%, 10%, ?, 2%, 0, 4, ?, -2, -1%
COc1ccc(S(=O)(=O)NCCOc2ccccc2)cc1C
→ -1%, -1%, -17%, 1%, -4, 4, 6%, -19, 15%
CN(C)S(=O)(=O)c1cccc(NC(=O)COc2ccc(C(=O)c3ccccc3)cc2)c1
→ -16%, ?, ?, ?, -25, -3, -1%, -17, 4%
O=C(O)COCC(=O)Nc1ccc2c(c1)CCC2
→ 0%, -2%, 9%, 9%, 35, 15, -8%, 16, 1%
O=C(NNc1ccc([N+](=O)[O-])cc1)c1ccccc1F
→ 5%, ?, -3%, ?, -3, -4, 0%, -19, -1%

Assay outcomes: PubChem BioAssay, National Center for Advancing Translational Sciences (NCATS)
